Bioassay records as filed in PubChem.
BLM inh: inhibitors of human Bloom syndrome helicase BLM; hit rate 0.2% among 350,000; recombinant BLM DNA unwinding, fluorescence dequenching; P54132; Potency, µM (series often up to 56.1 µM), for the others: at the top dose activity change, negative = inhibition, most hits filed as inhibitors;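 also: plate controls were vehicle for no effect and no enzyme for full effect; nearly all actives have a fitted effect of over 35% in size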
Pol beta inh: DNA polymerase beta (human) inhibition; P06746; Pol beta primer extension/strand displacement, fluorescence kinetic; Potency, µM (top dose mostly 114 µM), without a hit: at the highest dose activity change, negative = inhibition, usual class: inhibitors; hit rate 1.3% among 340,000; also: % is scaled to controls: 0 for no effect and ±100 for the full control effect
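Human Pol beta at 10 nM; strand-displacement substrate 50 nM final. Compound exposure 15 min at room temperature before start, reaction 10 min at room temperature.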
Pol kappa inh: inhibitors of human DNA polymerase kappa | Q9UBT6 | purified Pol kappa, fluorescent DNA synthesis assay, 10 min | Potency, µM (top dose mostly 107 µM), without a hit: top-dose activity, negative = inhibition, hits mostly inhibitors | hit rate 0.53% among 400,000; also: % is scaled to controls: 0 for no effect and ±100 for the full control effect
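50 nM final substrate added after 15 min RT preincubation of 10 nM Pol kappa with compound; fluorescence read at 0 and 10 min.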
JMJD2A Tudor: blocks the human JMJD2A Tudor domain. O75164. AlphaScreen JMJD2A-Tudor / H3K4me3 peptide binding. Potency, µM (highest dose often 114 µM), for the others: at the highest dose activity change, negative = inhibition, actives largely listed as inhibitors. hit rate 4.4% among 390,000; also: % is scaled to controls: 0 for no effect and ±100 for the full control effect; nearly all actives have a fitted effect of over 50% in size
Pol eta inh: blocks human DNA polymerase eta activity; recombinant Pol eta, fluorescent DNA replication assay; Potency, µM (highest dose often 114 µM), for inactives: at the top dose activity change, negative = inhibition, actives largely listed as inhibitors; hit rate 1.2% among 390,000; AID 588591; also: % is scaled to controls: 0 for no effect and ±100 for the full control effect
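Pol eta at 10 nM preincubated with compounds 15 min at room temperature; reaction started with fluorescent substrate (50 nM final) and read kinetically at 0 and 10 min.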
Pol iota inh: inhibitors of human DNA polymerase iota | AID 588590 | Q9UNA4 | Pol iota fluorescent replication assay, 10 min | hit rate 1% among 390,000 | Potency, µM (series often up to 115 µM), inactives show top-dose activity, negative = inhibition, hits mostly inhibitors
Target sequence (Q9UNA4 whole entry, looked up): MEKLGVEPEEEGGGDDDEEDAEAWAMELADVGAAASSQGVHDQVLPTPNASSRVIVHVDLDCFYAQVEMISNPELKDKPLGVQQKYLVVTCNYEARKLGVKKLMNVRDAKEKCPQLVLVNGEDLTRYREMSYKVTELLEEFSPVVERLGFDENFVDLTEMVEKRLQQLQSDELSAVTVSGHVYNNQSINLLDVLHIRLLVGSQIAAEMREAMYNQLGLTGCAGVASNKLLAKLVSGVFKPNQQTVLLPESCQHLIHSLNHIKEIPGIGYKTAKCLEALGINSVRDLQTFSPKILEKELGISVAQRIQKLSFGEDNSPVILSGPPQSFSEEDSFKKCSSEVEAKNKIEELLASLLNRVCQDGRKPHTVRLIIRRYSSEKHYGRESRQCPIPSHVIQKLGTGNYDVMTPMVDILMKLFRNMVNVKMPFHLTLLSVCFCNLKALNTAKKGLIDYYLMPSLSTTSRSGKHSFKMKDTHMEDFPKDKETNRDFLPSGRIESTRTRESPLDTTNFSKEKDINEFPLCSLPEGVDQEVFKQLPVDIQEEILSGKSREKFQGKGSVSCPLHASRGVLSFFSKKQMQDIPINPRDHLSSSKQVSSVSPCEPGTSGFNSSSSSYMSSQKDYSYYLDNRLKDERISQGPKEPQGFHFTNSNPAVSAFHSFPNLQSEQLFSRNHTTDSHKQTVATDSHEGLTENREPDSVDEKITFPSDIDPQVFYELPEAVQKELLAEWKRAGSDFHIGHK
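Pol iota at 10 nM preincubated 15 min with compounds at room temperature; reaction started with fluorescent substrate, 50 nM final. Fluorescence read kinetically at 0 and 10 min; buffer-only wells as negative control.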
APEX1 inh: APE1 (human) endonuclease inhibition; hit rate 0.35% among 350,000; P27695; AID 2517; Potency, µM (series often up to 65.8 µM), for the others: top-dose activity change, negative = inhibition, actives largely listed as inhibitors; recombinant APE1, TAMRA/BHQ-2 abasic DNA cleavage fluorescence;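 also: plate controls were vehicle for no effect and reference inhibitor for full effect; nearly all actives have a fitted effect of over 55% in size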
Target sequence (P27695 whole entry, looked up): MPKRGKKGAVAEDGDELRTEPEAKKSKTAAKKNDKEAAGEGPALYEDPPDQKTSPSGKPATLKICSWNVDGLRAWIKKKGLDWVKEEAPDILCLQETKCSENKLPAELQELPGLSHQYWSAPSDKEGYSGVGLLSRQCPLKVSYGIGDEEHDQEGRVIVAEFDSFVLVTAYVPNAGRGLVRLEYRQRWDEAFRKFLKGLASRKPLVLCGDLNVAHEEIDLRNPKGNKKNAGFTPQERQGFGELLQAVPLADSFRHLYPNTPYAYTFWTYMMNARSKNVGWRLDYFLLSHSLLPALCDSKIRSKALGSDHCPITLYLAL
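Kinetic fluorescence read (525 ex/598 em nm, three reads 60 s apart) of AP-site incision; signal = third minus first read. Enzyme 0.75 nM, dual-labelled THF duplex 50 nM, compound preincubation 15 min RT.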
BAZ2B inh: inhibitors of human BAZ2B bromodomain; Q9UIF8; AlphaScreen BAZ2B-H3K14Ac peptide displacement; Potency, µM (top dose mostly 114 µM), inactives show at the top dose activity change, negative = inhibition, actives largely listed as inhibitors; hit rate 4.4% among 360,000; also: % is scaled to controls: 0 for no effect and ±100 for the full control effect; nearly all actives have a fitted effect of over 60% in size
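AlphaScreen displacement: compounds (up to 110uM) incubated 30 min at room temperature with a preformed 50 nM BAZ2B/50 nM biotinylated H3K14Ac peptide complex in PBS pH 7.4 with Tween-20. Donor and acceptor beads at 10 ug/mL final added, 20 min light-protected before reading.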
G9a inh: inhibitors of human histone lysine methyltransferase G9a | Potency, µM (titrated, usually from 102 µM), without a hit: at the highest dose activity, negative = inhibition, actives largely listed as inhibitors | G9a H3K9 monomethylation, AlphaScreen, 2 h | Q96KQ7 | hit rate 8.8% among 350,000; also: % is scaled to controls: 0 for no effect and ±100 for the full control effect; nearly all actives have a fitted effect of over 75% in size
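G9a (20 nM) preincubated 15 min RT with compounds, then 500 nM biotinylated H3K9 peptide and 20 uM SAM added; 2 h RT reaction. Monomethyl-H3K9 product detected by AlphaScreen with anti-H3K9me1 antibody, streptavidin donor and anti-rabbit IgG acceptor beads.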
* = called active by the depositor; ? = inconclusive; / = no result given; & = joins results of further samples; [ ] = another dose, or the depositor's remark. Calls follow the shape of the dose curve; as a rule, active = well fitted curve in the direction sought with a large enough effect; inconclusive = small, poorly fitted or top-dose-only effect, or another doubt; inactive = no such curve, though single readings can be large; an effect the other way counts as inactive or inconclusive. Potency is read from the fitted curve at half-maximal effect. The list is partial, so the mix of outcomes need not match the whole.

SMILES	BLM inh	Pol beta inh	Pol kappa inh	JMJD2A Tudor	Pol eta inh	Pol iota inh	APEX1 inh	BAZ2B inh	G9a inh
Cc1ccccc1-c1ocnc1C(=O)Nc1ccccc1NC(=O)c1ccccn1	-11%	2%	1%	-19%	-18%	-11%	-10%	-17%	7%
Cc1cc2c(c(C)c1Br)C(c1ccc3c(c1)OCO3)CC(=O)O2 (configuration not stated)	-15%[75.6 µM]	/	7%	-2%	-11%	18%	39%&-11%[activator]	/	26%
COc1ccc(OC)c(NC(=O)Cn2cc(C#N)c3cc(Br)ccc32)c1	-5%	0%	-3%	-35%	-3%	13%	-1%	-7%	-9%[59 µM]
Clc1cccc(Cl)c1CNC1CCCC1	-7%	16%	-5%	-12%	-3%	7%	-8%	11%	?
CCc1cccc(NC(=O)CC2SC(N3CCCC3)=NC2=O)c1 (configuration not stated)	/	/	-11%	4%	-17%	57%[activator]	14%	/	/
O=[N+]([O-])c1cccc(C2NCC(c3ccccc3Cl)c3c2[nH]c2ccccc32)c1 (configuration not stated)	-9%	4%	-11%	?	-1%	93%[activator]	24%	35µM*	40µM*
O=C(Nc1ccc(Cl)c(Cl)c1)O/N=C/c1ccncc1	-6%	4%	-20%	-1%	-21%	16%	2%	-20%	8%[59 µM]
COc1ccc(NC(=O)CCC(=O)OCc2ccc(Br)cc2)cc1	-3%	21%	-8%	-4%	0%	16%	-1%	7%	12%[59 µM]
Cc1ccc(C(=O)N2CCN(c3ccc(NC(=O)c4cc(C)cc(C)c4)cc3)CC2)cc1	-2%	2%	-10%	-2%	-5%	11%	-2%	-9%	-6%[0.501 µM]
O=C(/C=C/c1ccc(Br)cc1)NC(=S)N1CCOCC1	-4%	-9%	4%	-18%	-18%	11%	0%	-32%	71µM*
CC(C)=CCC/C(C)=C/CC/C(C)=N/O	-3%	1%	-2%	4%	-25%	19%	-4%	-1%	69%[activator][59 µM]
CCc1ccccc1NC(=O)C1C(c2ccccc2)C1(Cl)Cl (configuration not stated)	-5%	0%	-8%	24%[57.1 µM]	-10%	8%	-5%	-3%	/

Next section; it opens with the seven that closed the last part.
SMILES	BLM inh	Pol beta inh	Pol kappa inh	JMJD2A Tudor	Pol eta inh	Pol iota inh	APEX1 inh	BAZ2B inh	G9a inh
O=[N+]([O-])c1cccc(C2NCC(c3ccccc3Cl)c3c2[nH]c2ccccc32)c1 (configuration not stated)	-9%	4%	-11%	?	-1%	93%[activator]	24%	35µM*	40µM*
O=C(Nc1ccc(Cl)c(Cl)c1)O/N=C/c1ccncc1	-6%	4%	-20%	-1%	-21%	16%	2%	-20%	8%[59 µM]
COc1ccc(NC(=O)CCC(=O)OCc2ccc(Br)cc2)cc1	-3%	21%	-8%	-4%	0%	16%	-1%	7%	12%[59 µM]
Cc1ccc(C(=O)N2CCN(c3ccc(NC(=O)c4cc(C)cc(C)c4)cc3)CC2)cc1	-2%	2%	-10%	-2%	-5%	11%	-2%	-9%	-6%[0.501 µM]
O=C(/C=C/c1ccc(Br)cc1)NC(=S)N1CCOCC1	-4%	-9%	4%	-18%	-18%	11%	0%	-32%	71µM*
CC(C)=CCC/C(C)=C/CC/C(C)=N/O	-3%	1%	-2%	4%	-25%	19%	-4%	-1%	69%[activator][59 µM]
CCc1ccccc1NC(=O)C1C(c2ccccc2)C1(Cl)Cl (configuration not stated)	-5%	0%	-8%	24%[57.1 µM]	-10%	8%	-5%	-3%	/
Cc1nc(SCC(=O)NCCc2ccccc2)n[nH]1	-3%	0%	-5%	-27%[11.4 µM]	-13%	1%	16%	5%	-3%
Cc1ccccc1NC(=O)C1Cc2ccccc2C(=O)O1 (configuration not stated)	-7%	-8%	-6%	-2%[57.1 µM]	-9%	6%	4%	-4%	-39%
CC1(C)CC(NC(=O)C2CCCCC2)CC(C)(C)N1	0%	98%	-1%	-10%	5%	91%[activator]	5%	-2%	-4%
CCN(CC)c1ccc(-n2cc3c(=O)n(C)c(=O)n(C)c3c2)cc1	-5%	4%	-7%	56µM*	-14%	-7%	-3%	32µM*	-39%[12.7 µM]
Cc1onc(-c2ccccc2)c1C(=O)N1CCC(CO)(Cc2ccccc2)CC1	0%	5%	8%	-13%	-12%	20%	41%	-31%	-11%
Cc1ccc(-n2nc3c(N4CCC(C(=O)N5CCC(C)CC5)CC4)nnc(C)c3c2C)cc1	1%	9%	-12%	-12%	-13%	12%	/	1%	18%[59 µM]
O=C(NCc1ccncc1)C(=O)NCC1OCCCN1S(=O)(=O)c1cc(F)ccc1F (configuration not stated)	-1%	21%	-14%	-9%	-14%	28%	9%	0%	-7%
CCc1c(C#N)sc(C(N)=O)c1CC	-2%	3%	-9%	7%	-15%	31%[activator]	-5%	-1%	-1%
CN(C)C(CNc1ccc(C(N)=O)cc1[N+](=O)[O-])c1ccccc1 (configuration not stated)	1%	17%	-10%	-18%	-7%	16%	22%	-21%	-3%
CC(=O)Nc1ccc(S(=O)(=O)NCCN2CCOCC2)cc1	-4%	-14%	1%	-11%	-8%	27%	5%	/	-10%[59 µM]
CC(C)CC(NC(=O)c1ccccc1)C(=O)OCC(=O)Nc1ccc(S(N)(=O)=O)cc1 (configuration not stated)	-8%	-7%	10%	-27%	-12%	37%[activator]	0%	-26%	-15%
CCN(C(=O)COC(=O)c1ccc(Cl)nc1)C1CCS(=O)(=O)C1 (configuration not stated)	-5%	-2%	-8%	-6%	5%	3%	4%	-4%	-12%[59 µM]
S=C(NCc1ccccc1)N1CCN(c2ccccc2)CC1	-5%	26%	-8%	-16%	-7%	23%	10%	-7%	-3%
CN1C(=O)c2ccc(S(=O)(=O)c3ccc(C(=O)O)cc3)cc2C1=O	0%	18%	-8%[60.1 µM]	-6%	10%	0%	-1%	4%	-27%[12.7 µM]
O=C(COc1cccc2cccnc12)NCC(F)(F)F	-4%	-1%	6%	-26%	-7%	?	3%	?	-3%
Cc1ccccc1COC(=O)CN1C(=O)NC2(CCCC2)C1=O	/	/	7%	-5%	-21%	102%[activator]	8%	8%	8%
O=C(CCCc1ccccc1)N=C1SC2CS(=O)(=O)CC2N1c1ccccc1F (configuration not stated)	-3%	31%	-6%	-8%	-18%	38%[activator]	17%	-19%	16%
CCOC(=O)c1ccc2[nH]c3c(c2c1)CCCC3O (configuration not stated)	-6%	0%	-1%	-15%[57.1 µM]	-16%	111%[activator]	-1%	?	-11%[12.7 µM]
Cc1cccc(N(C(=O)CCC(=O)Nc2ccccn2)C(C(=O)NC(C)C)c2ccc(O)cc2)c1 (configuration not stated)	-3%	12%	-8%	0%	-9%	-12%	-12%	-9%	-30%[59 µM]
O=C(Cn1[nH]c(=O)c2ccccc2c1=O)N1CC=C(c2ccccc2)CC1	0%	-6%	-6%	-8%	-10%	27%	7%	?	-3%
CN(C)S(=O)(=O)c1ccc(NC(=O)C2CC(=O)N(Cc3ccccc3)C2)cc1 (configuration not stated)	4%	5%	-1%	-1%	-23%	72%[activator]	34%[activator]	-2%	17%
CC(C)(C)C(=O)CSc1nc2c(c(-c3cccs3)c1C#N)CCC2	-10%	-16%	13%	29%	-14%	53%	4%	4%	-39%
O/N=C(\CN1CCCCC1)c1ccccc1	-2%	-13%	6%	-11%	-4%	175%[activator]	38%[activator]	-10%	4%
COc1ccc(-c2cn3cccnc3n2)cc1NC(=O)c1ccccc1C(F)(F)F	-2%	21%	0%[60.1 µM]	3%	17%	-3%	/	4%	-2%[59 µM]
OCCn1c(Cl)nc2ccccc21	1%	14%	-9%	-12%	-3%	12%	4%	2%	16%[59 µM]
COc1ccccc1COCC(O)CN(Cc1ccco1)Cc1ccccc1O (configuration not stated)	-10%	5%	-19%	-20%	-23%	-3%	1%	-20%	8%[59 µM]
CN1CCN(c2ccc(Cl)cc2NC(=O)c2ccc([N+](=O)[O-])cc2)CC1	-19%	4%	5%	-23%	12%	3%	-7%	-7%	5%[12.7 µM]
COC(=O)c1c(C)nc2ccccc2c1C(=O)O	3%	23%	-4%	-12%	-8%	20%	-1%	-38%	-39%
Cc1ccc(CN2CCN(Cc3ccc(OCCO)cc3)CC2CCO)o1 (configuration not stated)	-4%	42%	0%	-16%	-7%	-12%	-4%	-16%	?
Cc1cc2oc(=O)cc(CN3CCC(C)CC3)c2cc1C	2%	11%	10%	4%	-14%	22%	-2%	5%	-3%
C[C@H]1CN([C@@H](C)CO)C(=O)c2cccc(NC(=O)C3CC3)c2O[C@H]1CN(C)Cc1ccc(C(F)(F)F)cc1	/	/	11%	-13%	-6%	31%[activator]	26%	/	/
C=CCOc1nc2c(c(=O)n(C)c(=O)n2C)n1C	1%	3%	5%	-14%	-17%	21%	6%	-4%	17%[59 µM]
Cc1cccc2cc(CN(CC3CCCO3)C(=O)NC3CCCCC3)c(=O)[nH]c12 (configuration not stated)	-5%	47%	-12%	-10%	-2%	2%	-1%	3%	-5%
CCOC(=O)CC(=O)Nc1c(C)cc(C)cc1C	3%	-2%	-27%	-11%	-3%	2%[58.9 µM]	3%	19%	6%[59 µM]
COc1ccc(C2=NOC(Cn3nc(-c4ccccc4)cc3C(=O)NCc3ccc(C)cc3)C2)cc1 (configuration not stated)	/	/	-1%	-3%	-24%	26%	-1%	/	/
C/C(N)=C(/C#N)C(=O)COC(=O)c1cc(S(=O)(=O)N2CCCCC2)ccc1C	-9%	-4%	-6%	-28%	-13%	-12%	-1%	0%	-48%
Cc1nn(CC#N)c(=O)n1N(C)c1ncc(C(F)(F)F)cc1Cl	-4%	5%	-2%	5%	-21%	94%[activator]	-1%	10%	21%
Cc1nc(Nc2ccc3c(c2)OCCO3)c2c(C)c(C)sc2n1	-7%	-1%	-13%	-36%	-12%	95%[activator]	-3%	-31%	-7%
O=C(CCc1ccccc1)NCC(c1ccco1)N1CCc2ccccc21 (configuration not stated)	/	/	-6%	?	-5%	13%	6%	?	18%[0.501 µM]
COc1ccc(CCN2C(=O)C3C4CCC(C4=C(C)C)C3C2=O)cc1OC (configuration not stated)	2%	-2%	1%	-2%	-5%	2%	0%	-7%	18%[59 µM]
Cc1ccc(CSc2nnc(-c3cccc4ccccc34)o2)cc1	/	/	0%	241%[activator]	-16%	11%	8%&-2%	/	/
